# GLA spleen mod: alpha-galactosidase A (human) modulation; AID 2107; human spleen homogenate, 4MU-alpha-Gal fluorescence, 40 min; 0.008% of 240,000 active; P06280; Potency, µM (doses to about 80 µM), inactives show at the top dose activity change, negative = inhibition, hits mostly inhibitors;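 further: potency means the concentration at half of the fitted maximal effect; 0% = enzyme with vehicle and -100% = no enzyme basal signal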
# Target sequence (P06280 32-429 limits assumed): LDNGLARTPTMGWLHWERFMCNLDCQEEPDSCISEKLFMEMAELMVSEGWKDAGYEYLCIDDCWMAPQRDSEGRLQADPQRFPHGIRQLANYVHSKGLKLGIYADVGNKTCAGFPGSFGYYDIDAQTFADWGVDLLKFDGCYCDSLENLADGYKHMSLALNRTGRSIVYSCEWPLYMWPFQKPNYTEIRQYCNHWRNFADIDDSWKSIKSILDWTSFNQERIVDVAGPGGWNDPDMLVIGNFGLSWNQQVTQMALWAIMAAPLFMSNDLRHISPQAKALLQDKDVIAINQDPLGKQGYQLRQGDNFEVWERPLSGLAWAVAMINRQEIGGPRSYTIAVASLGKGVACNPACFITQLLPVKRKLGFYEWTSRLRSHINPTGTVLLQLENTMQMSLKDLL
#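 Human spleen homogenate (1 ug) as enzyme source, 4-methylumbelliferyl-alpha-D-galactopyranoside 1 mM final, citrate/phosphate pH 5.0 with 0.01% Tween-20. Compounds 40 min at 37C, NaOH/glycine stop; fluorescence Ex 365/Em 440, Hill-fit AC50.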
# CBFb-RUNX1 inh: inhibitors of human CBF-beta and RUNX1 interaction | Q01196+Q13951 | AlphaScreen CBFb-His/RUNX1-biotin binding, biochemical | Potency, µM (titrated, usually from 59.8 µM), inactives show at the highest dose activity, negative = inhibition, most hits filed as inhibitors | 230,000 tested, under 10 active | AID 1477; further: % of control where 0% means no effect
#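 CBF-beta (His) and RUNX1 (biotin), 30 nM each; 20 min preassociation; + compound, 15 min; + beads 50 ng each (Ni, streptavidin), 90 min; RT; AlphaScreen read.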
# Lamin A splicing: LMNA splicing modulation | HeLa LMNA splicing GFP/RFP minigene ratio, 48 h | Potency, µM (titrated, usually from 46.1 µM), for the others: at the top dose ratio change, negative = inhibition, actives largely listed as inhibitors | 0.01% of 200,000 active | AID 1487; active means well fitted inhibition curve with a large enough effect in the signal ratio, with a control signal flat, not every such curve was filed as active; inconclusive means small, poorly fitted or top-dose-only effect, or effect the other way, or a change in a side signal; the % refers to the signal ratio; further: potency means the concentration at half of the fitted maximal effect; on the % scale 0 is the no-effect control and ±100 the full control effect
#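 Read-out is the ratio of GFP to DsRed2 object intensity, acquired by 488 nm laser-scanning cytometry on HeLa lamin A-EGFP minigene reporter cells. Compound incubation 48 hrs at 37 °C in Opti-MEM with 2% FBS; DMSO 0.5% final.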
# NPSR antagonist: antagonists of human neuropeptide S receptor cAMP signaling. Q6W5P4. CHO-NPSR cells, cAMP TR-FRET, antagonist mode. Potency, µM (titrated, usually from 38.3 µM), without a hit: top-dose activity change, negative = inhibition, hits mostly inhibitors. 1% of 220,000 active. AID 1461; further: potency means the concentration at half of the fitted maximal effect; on the % scale 0 is the no-effect control and ±100 the full control effect; nearly all actives have a fitted effect of over 50% in size; many of its hits are not listed in these tables
# Target sequence (Q6W5P4 whole entry, looked up): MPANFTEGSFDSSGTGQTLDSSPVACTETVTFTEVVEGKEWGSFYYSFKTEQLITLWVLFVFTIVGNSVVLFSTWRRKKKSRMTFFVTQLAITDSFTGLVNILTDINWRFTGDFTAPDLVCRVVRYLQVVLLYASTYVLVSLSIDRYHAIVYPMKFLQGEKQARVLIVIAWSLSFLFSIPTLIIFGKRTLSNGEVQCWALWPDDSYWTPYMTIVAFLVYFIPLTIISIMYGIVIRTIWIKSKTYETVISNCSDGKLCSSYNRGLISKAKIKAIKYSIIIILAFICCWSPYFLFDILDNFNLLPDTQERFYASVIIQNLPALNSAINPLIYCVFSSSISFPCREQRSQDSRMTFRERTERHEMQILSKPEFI
# IMPase Li inh: cell-permeable IMPase inhibitors with lithium potentiation | AID 1457 | 0.35% of 210,000 active | CHO-M1 cells, IP1 TR-FRET (IP-One), carbachol + lithium | Potency, µM (highest dose often 59.4 µM), without a hit: top-dose activity, negative = IMPase inhibition, usual class: inhibitors;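 further: IP1 builds up when IMPase is blocked and the TR-FRET signal falls; potency means the concentration at half of the fitted maximal effect; plate controls were basal vehicle for no effect and high inhibitor control for full effect; nearly all actives have a fitted effect of over 50% in size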
#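 Concentration–response in CHO-M1 cells, lithium-potentiated; 30 min at 37C. IP1 detected by competitive TR-FRET after 10 min lysis at RT. Hill-fitted AC50.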
# Epigenetic reg: epigenetic control regulation, reporter derepression | murine LDR cells, GFP reporter derepression, 30 h | Potency, µM (doses to about 53.9 µM), inactives show top-dose GFP activation, hits mostly activators | 0.2% of 280,000 active; further: potency means the concentration at half of the fitted maximal effect; % of control where 0% means no effect; nearly all actives have a fitted effect of over 60% in size
#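 In this reporter-derepression format, murine cells bearing a silenced integrated CMV-GFP locus incubate with test compound (30 h, 37 C), then are washed and imaged; fluorescent objects of 20–120 um count as induced cells.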
# Luc counter: counter-screen: inhibitors of Kinase-Glo firefly luciferase; Q27757; Kinase-Glo luciferase, ATP luminescence, 8 min; Potency, µM (series often up to 38.3 µM), without a hit: at the highest dose activity change, negative = inhibition, actives largely listed as inhibitors; 0.28% of 200,000 active; AID 1379; further: potency means the concentration at half of the fitted maximal effect; on the % scale 0 is the no-effect control and ±100 the full control effect; nearly all actives have a fitted effect of over 60% in size
#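 Kinase-Glo luciferase light output from ATP and luciferin was measured with 10 uM ATP, within the enzyme's linear range. Buffer: 50 mM imidazole pH 7.2, 50 mM KCl, 7 mM MgCl2, 0.01% Tween 20, 0.05% BSA; luminescence read after 8 min at ambient temperature.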
# * = called active by the depositor; ? = inconclusive; · = no result given; & = joins results of further samples; [ ] = another dose, or the depositor's remark. Unless noted, the call rests on the fitted dose curve; in most records, active means well fitted curve in the direction sought with a large enough effect; inconclusive means small, poorly fitted or top-dose-only effect, or another doubt; inactive means no such curve, though single readings can be large; an effect the other way counts as inactive or inconclusive. Not all compounds are listed, so the mix of outcomes need not match the whole.
# Sample of the layout (2 entries):
SMILES,GLA spleen mod,CBFb-RUNX1 inh,Lamin A splicing,NPSR antagonist,IMPase Li inh,Epigenetic reg,Luc counter
O=c1[nH]c(CCl)nc2cc(-c3ccc(Cl)cc3)sc12,0%,-5%,?,-17%[46.1 µM],36%[activator][38.3 µM],-6.0%,-11%
COC(=O)c1ccc(N2CCN(c3ccccc3)CC2)c(NC(=O)C2CC2)c1,-4%,-3%,4%,-17%[46.1 µM],5%[38.3 µM],0.9%,-4%

# The list itself (from the top)
SMILES,GLA spleen mod,CBFb-RUNX1 inh,Lamin A splicing,NPSR antagonist,IMPase Li inh,Epigenetic reg,Luc counter
O=c1[nH]c(CCl)nc2cc(-c3ccc(Cl)cc3)sc12,0%,-5%,?,-17%[46.1 µM],36%[activator][38.3 µM],-6.0%,-11%
COC(=O)c1ccc(N2CCN(c3ccccc3)CC2)c(NC(=O)C2CC2)c1,-4%,-3%,4%,-17%[46.1 µM],5%[38.3 µM],0.9%,-4%
Cc1ccc(/C=N/NC(=O)c2ccccc2OCc2cccc(Br)c2)o1,?,-23%,?,?,15%,-3.0%,-1%
O=C(Nc1ccc(C(F)(F)F)cc1)c1ccc2nc[nH]c2c1,1%,9%,-8%,8%,-6%,-2.0%,1%
CCN1CCN(C(c2cccs2)C(C)NC(=O)c2ccccc2)CC1 (stereo not given),1%,-7%,-8%,17%[46.1 µM],13%,-1.0%,0%
Cc1cc(=O)n2c3ccccc3n(CC(O)CN3CCCC3)c2c1C#N (stereo not given),-7%,0%,-6%,-17%[46.1 µM],18%[38.3 µM],-1.1%,1%
COc1ccc(C(=O)NN=C(Cc2ccccc2)Cc2ccccc2)cc1OC,-1%,3%,-3%,-9%,4%,1.1%,1%
CCOc1ccccc1NC=C1C(=O)OC(C)(C)OC1=O,-4%,3%,16%,-6%[46.1 µM],-9%[38.3 µM],-1.1%,-3%
CCOc1ccc(-c2cc(C(=O)OC)[nH]n2)cc1,-1%,0%,·,7%,2%,0.0%,-3%
O=C(COC(=O)C1(c2ccc(Cl)cc2)CCCC1)NC1CCS(=O)(=O)C1 (stereo not given),-5%,6%,11%[0.0737 µM],-4%[46.1 µM],-4%[38.3 µM],-1.7%,-1%
COc1cccc(NC(=S)N/N=C2/CCCCc3ccccc32)c1,6%,?,?,-30%,19%,-1.0%,2%
Cc1csc(=N)n1CC(=O)N1CCc2ccccc21,-3%,1%,-1%,13%[46.1 µM],6%[38.3 µM],0.0%,-3%
Cc1nc2sc(C(c3ccco3)N3CCN(c4cccc(Cl)c4)CC3)c(O)n2n1 (stereo not given),-6%,-12%,1%,-26%,13%,-1.0%,2%
COc1ccccc1N1CCN(C(c2ccc(F)cc2)c2nnnn2C(C)C)CC1 (stereo not given),5%,6%,7%,-16%[46.1 µM],·,-8.6%,·
O=C(O)CC/C(=C\c1cccc(NC(=O)c2ccccc2Cl)c1)c1nc2ccccc2s1,?,-27%,?,-30%,24%,0.9%,2%
FCCCOc1ccc(-c2nccc(-c3ccc(Cl)cc3)n2)cc1,-7%,7%,0%,-15%[46.1 µM],25%[38.3 µM],4.3%,3%
COc1ccc([N+](=O)[O-])cc1NC(=O)/C=C/C(=O)O,5%,-4%,0%,6%,-4%,-5.6%,-3%
CCSc1nc2c(c(=O)[nH]c(=O)n2C)n1C/C=C(/C)Cl,7%,1%,3%,2%[46.1 µM],25%[38.3 µM],-1.0%,-6%
CCc1ccc(-c2cc(C(=O)N/N=C/c3ccco3)[nH]n2)cc1,0%,-2%,-20%[46 µM],-56%,-3%,1.3%,-5%
CCOc1cc(/C=C(/C#N)c2nc3ccccc3[nH]2)ccc1Oc1ccc([N+](=O)[O-])cn1,-1%,-2%,-6%,-7%[46.1 µM],9%,?,-1%
O=C1CCCC=C1[C@@H](O)CCOC(c1ccccc1)(c1ccccc1)c1ccccc1,0%,-7%,·,·,1%,-0.1%,-1%
Cn1cccc1/C=N/NC(=O)Cn1cnc2ccccc21,-14%,-9%,9%[0.0737 µM],-6%[46.1 µM],-5%[38.3 µM],-0.9%,-2%
CCc1cc2cc(C)c(C)cc2nc1SCC(=O)Nc1cc(C)on1,8%,2%,6%[46 µM],-53%,?,7.3%,2%
CCC(c1nnnn1CCc1ccccc1)N(Cc1ccco1)Cc1cc2cccc(C)c2[nH]c1=O (stereo not given),-10%,-15%,-4%,?,30%[38.3 µM],-1.0%,4%

# 2 records drawn at random from those above:
SMILES,GLA spleen mod,CBFb-RUNX1 inh,Lamin A splicing,NPSR antagonist,IMPase Li inh,Epigenetic reg,Luc counter
CCOc1cc(/C=C(/C#N)c2nc3ccccc3[nH]2)ccc1Oc1ccc([N+](=O)[O-])cn1,-1%,-2%,-6%,-7%[46.1 µM],9%,?,-1%
CCc1cc2cc(C)c(C)cc2nc1SCC(=O)Nc1cc(C)on1,8%,2%,6%[46 µM],-53%,?,7.3%,2%

# Following part.
SMILES,GLA spleen mod,CBFb-RUNX1 inh,Lamin A splicing,NPSR antagonist,IMPase Li inh,Epigenetic reg,Luc counter
CCCCNS(=O)(=O)c1ccc2nc(-c3cccnc3)cc(C(=O)NCCCN(CC)CC)c2c1,-2%,8%,12%[46 µM],-6%,18%,-0.5%,-1%
CC1CN(C2CCN(C(=O)c3cccc(Cl)c3)CC2)CC(C)O1 (stereo not given),-4%,8%,5%,-3%[46.1 µM],-6%[38.3 µM],1.0%,-3%
CC(C)c1cc(CN2CCOCC2)cc(C(C)C)c1O,-2%,1%,·,-2%,·,-3.6%,·
C[C@@H]1CN(Cc2cn(C)nc2-c2cccc(Cl)c2)C[C@H](C)O1,1%,1%,16%[46 µM],-4%,4%,0.0%,-2%
CC(C)Sc1nc(N2CCOCC2)c2c3c(sc2n1)COC(C)(C)C3,10%,3%,4%,-26%[46.1 µM],19%[38.3 µM],1.1%,-3%
CCn1c(NCc2cc(Cl)ccc2O)nc2ccccc21,11%,12%,·,?,·,0.0%,·
O=C(O)CCCC(=O)Nc1ccc(-n2ccc(C(F)(F)F)n2)cc1,10%,4%,·,9%,·,-1.1%,·
CCc1nnc(NC(=O)CN2C(=O)c3ccccc3C2=O)s1,-4%,2%,2%,0%[46.1 µM],-8%[38.3 µM],0.0%,2%
CCOc1ccc2nc(SC3CC(=O)N(c4ccc(C)cc4)C3=O)sc2c1 (stereo not given),3%,0%,1%,?,18%[38.3 µM],5.8%,-6%
CCc1nc2ccccc2n1CC1CC1(Cl)Cl (stereo not given),-8%,1%,?,5%,10%,2.1%,6%
O=C(Cn1nnc2ccccc21)c1ccc([N+](=O)[O-])cc1,-1%,6%,·,16%,·,2.5%,·
O=C(Nc1ccc2ccccc2c1)c1ccc(Cl)cc1Cl,-9%,1%,·,7%,·,1.1%,·
COCCCNc1nc2c(c(=O)[nH]c(=O)n2C)n1CC(O)COc1ccccc1 (stereo not given),-6%,-1%,2%,-4%[46.1 µM],4%[38.3 µM],-0.7%,0%
CC(=O)c1sc(NC(=O)c2c(F)cccc2F)nc1C,-5%,3%,6%,-3%[46.1 µM],8%[38.3 µM],-1.0%,-2%
O=C(N=NC(=O)c1ccc2c(O)n(CC3CCCO3)c(O)c2c1)c1cccnc1 (stereo not given),-5%,13%,·,-16%,·,0.4%,·
O=C(COC(=O)CCCN1C(=O)c2cccc3cccc(c23)C1=O)Nc1cccc(C(F)(F)F)c1,7%,-17%,?,-6%,4%,2.2%,1%
CCCCC[n+]1cccc2c3ccccc3ccc21,?,1%,·,6%,4%,-0.1%,-3%
C(=N\Nc1ncnc2nc[nH]c12)/c1cccs1,-8%,-5%,·,-32%,11%,-6.8%,-22%
CC(=O)Nc1cc(-c2ccccc2)ccc1O,-8%,6%,-1%,-7%[46.1 µM],-20%[38.3 µM],0.0%,-2%
CCCOc1ccc(/C=N/Nc2ccccc2[N+](=O)[O-])c(OCCC)c1,-4%,?,-1%,-10%,2%,-0.1%,-1%
NC(=O)CSc1nnc(Cc2ccc3c(c2)OCO3)n1C1CCCCC1,4%,1%,-8%,-6%[46.1 µM],0%[38.3 µM],1.6%,2%
N#C/C(=C\c1ccc(-c2ccccc2Cl)o1)C(=O)Nc1nc2ccccc2s1,-9%,-3%,-15%,19%,-3%,5.5%,-2%
COC(=O)c1ccc(NC(=S)NC(=O)c2cc(-c3ccccc3)nc3ccccc23)cc1,-5%,-12%,4%,-15%[46.1 µM],11%[38.3 µM],0.0%,-5%
N=c1sccn1CC(=O)NCc1ccc(Cl)cc1Cl,-9%,11%,·,10%,-1%,-2.2%,1%
COC(=O)c1ccc(OC(=O)CCN2C(=O)C3CCCCC3C2=O)cc1 (stereo not given),3%,-3%,-4%,3%[46.1 µM],10%,1.0%,-1%
O=C(O)c1cn(-c2ccc(N3CCCC3)c(F)c2)c2c(F)c(F)c(F)cc2c1=O,-1%,1%,·,-33%,-17%,-0.2%,·
O=C(CCc1ccccc1)NCCc1nc2ccccc2[nH]1,-2%,-6%,-12%[46 µM],2%,-2%,-3.5%,-1%
Cc1c(NC(=O)c2ccccc2NS(=O)(=O)c2ccc(F)cc2)c(=O)n(-c2ccccc2)n1C,0%,2%,1%,-10%[46.1 µM],4%[38.3 µM],-0.8%,-4%
Cc1ccccc1Cn1cc(/C=N/n2cnnc2)c2ccccc21,0%,-5%,8%,-21%[46.1 µM],23%[38.3 µM],0.0%,-3%
Cc1cc(C)c2[nH]c(=O)c(CN(Cc3nnnn3C3CCCC3)C3CCCCC3)cc2c1,3%,3%,10%,?,13%[38.3 µM],2.2%,-2%
CCOc1ccc(N=C(C)c2ccccc2O)cc1,-5%,3%,0%,6%,-3%,?,0%
CCn1nc(C(C)C(=O)O)c2ccccc2c1=O (stereo not given),-8%,-3%,22%[46 µM],-11%,-4%,-0.1%,-1%
c1ccc(-c2noc(-c3cccnc3)n2)cc1,-10%,10%,4%,-8%[46.1 µM],1%[38.3 µM],-0.7%,-15%
O=C(COc1ccccc1)NCCc1nc2ccccc2[nH]1,10%,0%,3%,-3%[46.1 µM],13%[38.3 µM],-1.0%,-3%
CCNC(=O)CC(=O)Nc1ccccc1C(=O)O,4%,5%,-1%,-9%[46.1 µM],-1%[38.3 µM],-1.6%,4%
CCc1ccc(Oc2ncnc(N)c2[N+](=O)[O-])cc1,0%,0%,-11%[46 µM],5%,1%,1.3%,-1%
CN1C(=O)CC(C(=O)Nc2ccccc2F)SC1=Nc1ccc2c(c1)OCO2 (stereo not given),-7%,10%,-16%[46 µM],-10%,9%,-4.8%,2%
COc1ccc(NC(=O)C2CCC(CNS(=O)(=O)c3cccs3)CC2)cc1OC (stereo not given),6%,4%,·,2%,-5%,-1.4%&-2.9%,3%

# Assay outcomes: PubChem BioAssay, National Center for Advancing Translational Sciences (NCATS)
